Shn3 3UTR inh: Schnurri-3 reporter inhibition in Clone20 osteoblasts; Clone20 osteoblast Shn3 3'UTR firefly luciferase, 24 h; inhibition, % at 12.5 µM; 360,000 tested, 0.52% active;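 active means mean inhibition of at least 75% with every replicate also reaching 75%; inconclusive means mean inhibition at least 75% but some replicate below; inactive means mean inhibition below 75%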;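 further: 0% = median of neutral control wells and 100% = pilot-screen positive control compound; some compounds past the cut are filed as inactive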
HIF-2a block: blocks HIF-2a reporter activity | AID 624352 | 360,000 tested, 0.72% active | 786-0 RCC cells HIF-2a reporter, luciferase luminescence, overnight | inhibition, % at 18.8 µM;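 active means inhibition of the luminescence signal of 40% or more relative to plate controls, in a single-dose primary screen at 18.75 µM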
Vif imaging: blocks HIV Vif function. inhibition, % at 7.49 µM. HEK293T cells, Vif self-association by quenched fluorescence, imaging, 24 h. AID 602346. 340,000 tested, 0.35% active; in the data active means inhibition above about 50%, passing the limit was not always enough; inconclusive means no clear call, values can overlap the other calls; inactive means below about 31%; further: some results filed as inactive read as strong as hits
Peg3 prom inh: Peg3 promoter activity inhibition; HeLa PEG-Prom luciferase reporter, luminescence, overnight; inhibition, % at 20 µM; 360,000 tested, 1.7% active;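 active means inhibition of at least 50% at 20 µM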
PDI turbidity: inhibitors of human protein disulfide isomerase; inhibition, % at 10 µM; P07237; AID 588391; 350,000 tested, 0.052% active; PDI insulin aggregation turbidity, A650, 90 min;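 active means mean inhibition across replicates of 30% or more, whatever share of single replicates reach that level; inconclusive means mean inhibition below 30% while every single replicate reaches 30%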;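 further: absorbance from insulin aggregation driven by PDI reduction with DTT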
Target sequence (P07237 whole entry, looked up): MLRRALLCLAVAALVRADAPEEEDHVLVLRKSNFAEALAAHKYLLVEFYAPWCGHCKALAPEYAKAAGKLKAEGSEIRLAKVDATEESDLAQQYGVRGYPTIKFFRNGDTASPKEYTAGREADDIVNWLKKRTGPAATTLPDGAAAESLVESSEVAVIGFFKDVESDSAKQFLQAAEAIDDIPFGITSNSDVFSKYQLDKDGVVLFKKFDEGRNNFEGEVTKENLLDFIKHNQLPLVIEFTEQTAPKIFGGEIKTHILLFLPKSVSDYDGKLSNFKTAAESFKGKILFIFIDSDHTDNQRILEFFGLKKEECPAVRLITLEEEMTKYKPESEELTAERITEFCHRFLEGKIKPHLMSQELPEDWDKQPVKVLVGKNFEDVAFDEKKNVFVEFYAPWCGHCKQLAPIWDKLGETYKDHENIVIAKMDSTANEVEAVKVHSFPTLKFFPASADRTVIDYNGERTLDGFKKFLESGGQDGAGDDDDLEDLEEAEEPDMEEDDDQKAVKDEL
NR2E3 ag-1: agonists of human NR2E3 nuclear receptor; Q9Y5X4; CHO-S Gal4-NCOR/VP16-NR2E3 two-hybrid, luciferase; inhibition of corepressor binding, % at 3.98 µM; 360,000 tested, 0.35% active; AID 602229;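 active means inhibition above the mean of all tested compounds plus 3 SD, cut at about 70% in these data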;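 further: 0% = DMSO with NR2E3 transfected cells and 100% = cells lacking NR2E3 construct; higher means lower luciferase signal from less NR2E3 corepressor binding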
Target sequence (Q9Y5X4 whole entry, looked up, the tested form may be a part): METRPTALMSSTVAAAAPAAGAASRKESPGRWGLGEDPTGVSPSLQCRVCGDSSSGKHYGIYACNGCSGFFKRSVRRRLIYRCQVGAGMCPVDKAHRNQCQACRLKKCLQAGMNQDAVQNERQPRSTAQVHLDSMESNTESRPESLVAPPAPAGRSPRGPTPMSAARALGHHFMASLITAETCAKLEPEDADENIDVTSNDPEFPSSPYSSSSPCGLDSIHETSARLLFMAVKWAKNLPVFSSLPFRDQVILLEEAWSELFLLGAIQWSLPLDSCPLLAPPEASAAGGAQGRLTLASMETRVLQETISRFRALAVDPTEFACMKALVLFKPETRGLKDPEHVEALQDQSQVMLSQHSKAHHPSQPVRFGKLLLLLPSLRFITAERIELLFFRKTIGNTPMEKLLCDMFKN
CaV13 ICDI inh: Primary screen for inhibitors of IQ motif and Ca2+-dependent inactivation inhibitor domain binding in CACNA1D, Förster resonance energy transfer in living cells, …. 340,000 tested, 0.098% active. inhibition, % at 12.3 µM. HEK cells, CFP/YFP FRET ICDI-IQ, plate reader, 10 min; percent FRET-ratio fall versus neutral wells. AID 743397;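 active means mean replicate inhibition of at least 30% and at least 1% of replicates passing that level; inconclusive means only one of the two criteria is met; inactive means neither criterion is met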;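 further: 0% = median of the neutral control wells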
KKLEB cytotox: CF airway cell cytotoxicity counter-screen; KKLEB CF airway cells viability, ATPlite luminescence, overnight; stronger effect = lower value; cells stimulated with P. aeruginosa culture filtrate; AID 602141; 360,000 tested, 0.36% active; activity change (cytotoxicity), % at 5 µM;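 active means corrected activity change at or below -50% at 5 µM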
MITF TRPM1 inh: inhibitors of MITF-driven TRPM1 promoter in melanoma cells | SK-MEL-5 TRPM1 promoter luciferase, 24 h | inhibition, % at 12.5 µM | 330,000 tested, 0.83% active | AID 488899;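 active means mean inhibition across replicates of 60% or more, whatever share of single replicates reaches that level; inconclusive means some that reach 60%, reason not given; inactive means mean inhibition across replicates below 60%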; further: values of inactives mirror those of a sister screen read the other way
CF NFkB block: cystic fibrosis NF-kB activation inhibition | KKLEB NF-kB-GFP reporter, PAF-induced, GFP fluorescence overnight | inhibition, % at 5 µM | 360,000 tested, 0.86% active;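 active means at least 50% inhibition at 5 µM, scaled per plate between neutral and stimulator controls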;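 further: PAF is a Pseudomonas aeruginosa culture filtrate used as stimulus; plate controls were PAF-stimulated DMSO wells for no effect and unstimulated DMSO wells for full effect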
NR2E3 ag-2: agonists of human nuclear receptor NR2E3; Q9Y5X4; GST-NR2E3/biotin-RetCOR TR-FRET, 1536-well; inhibition of corepressor binding, % at 4.78 µM; 320,000 tested, 0.12% active; AID 2300;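 active means percent inhibition above the cutoff of mean plus 3 SD of all tested compounds, set per screening campaign, cut at about 20% in these data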;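 further: 0% = DMSO wells and 100% = biotin wells as full block of FRET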
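Material: NR2E3–RetCOR corepressor complex / Amount: 1.35 nM GST-NR2E3 / Medium: Tris pH 7.5 / Compound: single nominal compound dose of 4.8 µM / Incubation: 5 h at 4 °C / Technique: TR-FRET, Eu(K)-anti-GST donor, streptavidin-D2 acceptor, ex 340, em 617/671 nm / Read-out basis: percent loss of FRET ratio relative to control wells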
* = called active by the depositor; ? = inconclusive; / = not tested or not shown.

molecule,Shn3 3UTR inh,HIF-2a block,Vif imaging,Peg3 prom inh,PDI turbidity,NR2E3 ag-1,CaV13 ICDI inh,KKLEB cytotox,MITF TRPM1 inh,CF NFkB block,NR2E3 ag-2
N#Cc1cc(C(=O)c2cc(F)ccc2O)cn(Cc2ccccc2)c1=O,2,4,-9,21,10,-37,-4,4,10,6,3
O=C(COC(=O)C1CC2CCCC(C1)C2=O)Nc1ccccc1 (configuration not stated),0,11,10,6,-2,-22,-5,19,-3,-6,0
Fc1ccccc1-c1nc2ncccc2o1,-15,-108,-2,-67,9,-11,-3,8,-25,-22,1
O=c1c(S(=O)(=O)c2ccc(Cl)cc2)cn(Cc2ccccc2F)c2ccc(F)cc12,42,2,1,-6,3,-18,-4,6,-4,-5,0
COCCCNC(=O)C12CCC(C)(C(=O)C1)C2(C)C (configuration not stated),-5,21,-6,-46,3,-25,0,7,-9,3,1
COc1ccccc1N1CCN(CC(=O)Nc2cccc(F)c2)CC1,3,22,10,20,-8,22,-1,4,8,-1,4
CC1CCCCN1c1ncnc(N)c1[N+](=O)[O-] (configuration not stated),14,14,-14,9,-3,-28,-4,0,-8,74*,-4
C=CCc1c(NCCO)nc(C)[nH]c1=O,-27,8,-8,16,12,-14,/,5,1,0,2
O=C(NCCN1CCOCC1)c1ccc(Cl)cc1O,-1,4,20,-22,-8,-13,-2,1,-15,-6,2
COc1ccc(Cl)cc1S(=O)(=O)NC(C)C(=O)NCc1ccc2c(c1)OCO2 (configuration not stated),13,8,7,-9,3,-9,-3,-14,-10,2,2
CCOc1ccc(S(=O)(=O)N2CCOCC2)cc1NC(=O)CSCC(=O)Nc1ccc(OC)cc1,9,14,-3,-1,-9,2,-6,0,3,12,/
Cc1cc(C(=O)N2CCN(S(=O)(=O)c3ccccc3C#N)CC2)c(C)o1,-4,3,21,4,0,-8,-3,-10,-5,30,-1
COc1ccccc1Nc1nc(N)nc(CN2CCCCC2)n1,2,19,-1,9,2,-21,-4,-5,-9,4,0
CCOC(=O)c1c(C)[nH]c(C)c1C(=O)COC(=O)/C=C/c1cccc(Cl)c1,16,4,-1,6,0,14,-7,5,5,-2,-3
O=C(O)c1cc(Cl)c(Cl)cc1C(=O)N1CCOCC1,-7,-14,/,13,-9,-3,-8,12,-7,13,1
COc1ccc(CCNC(=O)COc2ccc(-c3ccc(C#N)cc3)cc2)cc1,20,28,-1,16,2,-19,-14,-3,-14,0,1
N#CCC(=O)N1CCN(C(c2ccccc2)c2ccccc2)CC1,1,15,-12,7,4,-3,-5,-1,/,9,-3
O=C(NC1CC2CCCC(C1)N2C(=O)NC1CCCCC1)c1ccc(F)cc1 (configuration not stated),7,5,2,22,-9,5,-5,-6,6,8,3
O=C(CSc1ccc(-c2cccc([N+](=O)[O-])c2)nn1)NC1CCCC1,7,14,10,7,1,-27,-7,-4,-5,0,0
COc1cccc(-c2ccc(CN3C(C(C)C)C(=O)N(Cc4cn(CCC5OCCO5)nn4)CCS3(=O)=O)cc2)c1OC (configuration not stated),0,-71,1,-25,/,-10,-9,-13,/,-31,/
Cc1nc(SCc2nc3c(F)cccc3[nH]2)c2oc3ccccc3c2n1,3,15,-1,2,-15,-1,-11,-5,9,-10,/
Cc1ccc(-c2csc(C(O)(c3ccccc3)C(F)(F)F)n2)cc1C (configuration not stated),-6,1,-7,9,-2,-20,-6,-4,/,-3,/
COc1ccc(C(C(=O)NCc2ccccc2)N(C(=O)c2snc(C(N)=O)c2N)c2ccccc2OC)cc1 (configuration not stated),8,16,-6,16,8,-6,-19,-5,3,6,3
CC(=O)Oc1ccc(C(=O)Nc2ccccc2C(=O)N2CCCCC2)cc1,-7,12,-2,7,-1,-14,-3,-3,-4,15,1

Single values from the list:
CaV13 ICDI inh, O=C(NC1CC2CCCC(C1)N2C(=O)NC1CCCCC1)c1ccc(F)cc1 (configuration not stated) reads -5
Vif imaging, CCOC(=O)c1c(C)[nH]c(C)c1C(=O)COC(=O)/C=C/c1cccc(Cl)c1 reads -1

The listing continues:
molecule,Shn3 3UTR inh,HIF-2a block,Vif imaging,Peg3 prom inh,PDI turbidity,NR2E3 ag-1,CaV13 ICDI inh,KKLEB cytotox,MITF TRPM1 inh,CF NFkB block,NR2E3 ag-2
O=C(Nc1cccc(Cc2ccccc2)c1)Nc1ccc2nc([C@@H]3O[C@H](CO)[C@@H](O)[C@H](O)[C@H]3O)[nH]c2c1,-10,-13,-1,-16,-13,0,9,5,/,-7,/
CC(=O)NCC(=O)NC1CCCc2c1cnn2-c1ccccc1F (configuration not stated),10,14,-5,9,-3,-10,-5,0,4,-11,-2
COCCCNc1nc2c(c(=O)n(Cc3ccc(F)cc3)c(=O)n2C)n1C,-20,4,-9,2,7,-10,-19,-4,8,9,-2
Cc1ccc(C(=O)NCC(=O)NCCSc2ccc(Br)cc2)cc1,18,-2,24,10,14,7,-6,-4,0,-4,-2
CCCCNC(=O)C1CCN(c2nc(OC)nc(OC)n2)CC1,8,14,-2,11,4,2,-4,10,-1,-4,0
Cc1ccc(CNC(=O)CCS(=O)(=O)c2cccc3nsnc23)cc1,7,6,/,10,-6,10,-5,6,6,-13,2
CC(NC(=O)COc1cccc(Br)c1)C(=O)O (configuration not stated),1,16,3,16,-4,-16,-7,11,6,9,1
COc1ccc(CN(C)C(=O)[C@H]2O[C@@H](n3cnc4c(N)ncnc43)[C@H](O)[C@@H]2O)cc1OC,19,17,-2,5,/,-15,-6,-5,/,-17,/
C=C(C)Cn1c(C)cc(C)c(S(=O)(=O)c2ccccc2C)c1=O,-9,25,4,15,-1,-19,-1,-10,-5,13,-2
CCOC(=O)C1CCN(C(=O)c2cc(-c3ccncc3)nc3ccccc23)CC1,-10,5,-3,13,-4,28,-2,4,7,-7,2
C/C(O)=C\c1nc2ccccc2oc1=O,10,-2,?,-16,-2,45,-1,-7,7,15,-7
Cc1ccc(CN2CCN(Cc3cn(C)nc3-c3ccccc3)CC2CCO)o1 (configuration not stated),4,25,-3,8,5,-33,-5,-6,3,6,2

Entries of single compounds, looked up by structure. Order of screens: Shn3 3UTR inh, HIF-2a block, Vif imaging, Peg3 prom inh, PDI turbidity, NR2E3 ag-1, CaV13 ICDI inh, KKLEB cytotox, MITF TRPM1 inh, CF NFkB block, NR2E3 ag-2
Results for `O=C(CSc1ccc(-c2cccc([N+](=O)[O-])c2)nn1)NC1CCCC1` → 7, 14, 10, 7, 1, -27, -7, -4, -5, 0, 0
Results for `COc1ccc(C(C(=O)NCc2ccccc2)N(C(=O)c2snc(C(N)=O)c2N)c2ccccc2OC)cc1` (configuration not stated) → 8, 16, -6, 16, 8, -6, -19, -5, 3, 6, 3
Results for `COCCCNc1nc2c(c(=O)n(Cc3ccc(F)cc3)c(=O)n2C)n1C` → -20, 4, -9, 2, 7, -10, -19, -4, 8, 9, -2
Results for `Cc1ccc(CN2CCN(Cc3cn(C)nc3-c3ccccc3)CC2CCO)o1` (configuration not stated) → 4, 25, -3, 8, 5, -33, -5, -6, 3, 6, 2
Results for `COc1ccc(CCNC(=O)COc2ccc(-c3ccc(C#N)cc3)cc2)cc1` → 20, 28, -1, 16, 2, -19, -14, -3, -14, 0, 1

(cont.)
Assay codes – A = Shn3 3UTR inh; B = HIF-2a block; C = Vif imaging; D = Peg3 prom inh; E = PDI turbidity; F = NR2E3 ag-1; G = CaV13 ICDI inh; H = KKLEB cytotox; I = MITF TRPM1 inh; J = CF NFkB block; K = NR2E3 ag-2
Cc1ccsc1/C=N/NC(=O)c1ccc(Cn2cc(Br)cn2)o1
  A: -13; B: -95; C: 1; D: -66; E: 2; F: -18; G: -1; H: 7; I: -26; J: -9; K: 3

COc1ccc(OCc2nc3ccccc3[nH]2)cc1
  A: -35; B: -224; C: -4; D: -229; E: -3; F: -184; G: /; H: 2; I: -57; J: -7; K: 2

COc1ccc(/C=C2\N=C(C)N(c3ccc(C(=O)O)cc3)C2=O)cc1OC
  A: -12; B: 18; C: -11; D: 2; E: 14; F: -14; G: -4; H: 1; I: -4; J: 5; K: 1

COc1cc(NC(=O)c2ccc(=O)[nH]n2)cc(OC)c1OC
  A: -5; B: 25; C: 22; D: 3; E: 1; F: 5; G: -3; H: 1; I: 10; J: 0; K: 2

COc1cc(/C=C2\C(=O)N(c3cccc(C(=O)O)c3)N=C2C)ccc1OCc1ccccc1
  A: -29; B: -33; C: /; D: -134; E: -2; F: -28; G: -5; H: -5; I: /; J: -21; K: /

Cc1ccc(C)c(S(=O)(=O)N2CCCC2CNC(=O)C(=O)NC2CC2)c1 (configuration not stated)
  A: -114; B: 2; C: 5; D: 9; E: -5; F: -5; G: -6; H: 26; I: 4; J: -17; K: 1

CCOC(=O)c1nn(-c2ccccc2)c(C#N)c1N
  A: -4; B: 1; C: 4; D: -3; E: -9; F: 16; G: 18; H: -2; I: 1; J: 15; K: 4

COc1ccccc1C/C(N)=N/OC(=O)COc1cccc(C)c1C
  A: 1; B: -3; C: 6; D: -5; E: 4; F: 2; G: -2; H: 2; I: 9; J: -8; K: 3

CCOc1ccc(NC(=S)N2CCN(S(C)(=O)=O)CC2)cc1
  A: -7; B: 3; C: 4; D: 8; E: 2; F: 15; G: -2; H: 10; I: 5; J: 3; K: /

CCOC(=O)C(=NC1CCS(=O)(=O)C1)NNc1ccccc1Cl (configuration not stated)
  A: 12; B: 4; C: 3; D: -3; E: 0; F: 12; G: 0; H: 1; I: -1; J: 9; K: -1

Cc1ccc(S(=O)(=O)N2CCN(C(=O)c3cc(C4CC4)nc4c3cnn4C(C)C)CC2)cc1
  A: 18; B: 16; C: -3; D: 22; E: 9; F: -26; G: -1; H: -6; I: 7; J: 14; K: 5

COc1cc(Cl)c(C)cc1NC(=O)Cc1ccc(OC)c(OC)c1
  A: 1; B: 22; C: -8; D: 20; E: -1; F: -17; G: 8; H: -6; I: 22; J: 12; K: -1

COc1ccccc1C1CC(c2ccc(Cl)cc2)Nc2nc(N)nn21 (configuration not stated)
  A: 6; B: 9; C: 5; D: -11; E: 2; F: -36; G: -4; H: 1; I: 9; J: 13; K: 0

COc1ccc(C(C)(NC(C)=O)c2nc(-c3cccc4cccnc34)cs2)cc1 (configuration not stated)
  A: 10; B: 13; C: -4; D: 9; E: 3; F: 8; G: -4; H: -8; I: /; J: -19; K: /

Source: PubChem
